RGS7-Gao reg: regulators of human RGS7-Galphao interaction. P09471. Multiplexed bead flow cytometry, RGS7-Galphao binding; actives lie on both sides. binding response (% of control), % at 10 µM. actives 0.35% (n = 220,000); in the data active = binding response below about 49% or above about 150%; inconclusive = no clear call, values can overlap the other calls; inactive = in between;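 also: fluorescent Galphao held in activated GDP-AlF4 state binding bead-coupled RGS7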
Target sequence (P09471 whole entry, looked up): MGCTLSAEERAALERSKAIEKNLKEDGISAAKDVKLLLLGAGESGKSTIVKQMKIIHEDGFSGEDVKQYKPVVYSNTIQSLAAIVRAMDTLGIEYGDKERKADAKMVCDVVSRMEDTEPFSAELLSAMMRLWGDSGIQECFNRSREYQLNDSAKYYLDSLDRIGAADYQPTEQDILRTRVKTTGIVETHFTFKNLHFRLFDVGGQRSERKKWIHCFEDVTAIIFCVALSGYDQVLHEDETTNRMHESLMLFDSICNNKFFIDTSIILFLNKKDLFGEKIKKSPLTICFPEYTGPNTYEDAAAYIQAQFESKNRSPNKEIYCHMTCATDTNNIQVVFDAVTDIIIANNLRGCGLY
Bcl-XL Bim block: disrupts Bim peptide binding to human Bcl-XL; bead flow cytometry, fluorescence; actives 0.04% (n = 190,000); Q07817; inhibition, % at 10 µM
Target sequence (Q07817 whole entry, looked up): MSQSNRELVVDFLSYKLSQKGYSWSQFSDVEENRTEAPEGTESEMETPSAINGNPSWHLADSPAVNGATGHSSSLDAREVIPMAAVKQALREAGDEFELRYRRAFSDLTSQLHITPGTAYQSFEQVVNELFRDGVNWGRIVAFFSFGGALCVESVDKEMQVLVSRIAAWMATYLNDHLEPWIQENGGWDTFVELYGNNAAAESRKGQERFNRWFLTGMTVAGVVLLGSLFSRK
ABCB1 inh: blocks JC-1 efflux by human ABCB1 transporter | AID 1326 | inhibition, % at 6.6 µM | actives 0.067% (n = 190,000) | CCRF-Adr cells, flow cytometry | P08183; in the data active = inhibition above about 40%;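 also: 0% = vehicle and 100% = reference inhibitor; higher value means more JC-1 retained so stronger ABCB1 efflux block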
Bim-Bcl-W: inhibitors of Bim-Bcl-W interaction, human; Q92843; bead-based flow cytometry, Bim peptide-Bcl-W binding; inhibition, % at 10 µM; actives 0.02% (n = 190,000); AID 952;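 also: 0% = bound tracer without compound and 100% = peptide blocker; higher means less fluorescent Bim peptide bound to Bcl-W beads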
Target sequence (Q92843 whole entry, looked up): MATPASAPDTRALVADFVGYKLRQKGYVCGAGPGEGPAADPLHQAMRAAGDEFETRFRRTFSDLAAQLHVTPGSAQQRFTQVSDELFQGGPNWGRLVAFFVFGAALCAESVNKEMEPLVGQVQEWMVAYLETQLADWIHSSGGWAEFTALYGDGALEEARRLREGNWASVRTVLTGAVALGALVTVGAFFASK
ABCG2 inh: inhibitors of human ABCG2 transporter, ABCB1 counter-screen; Q9UNQ0; IgMXP3 cells, JC-1 efflux, flow cytometry; inhibition, % at 6.6 µM; actives 0.1% (n = 190,000);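 active = inhibition above 80%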;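 also: 0% = DMSO and 100% = nicardipine control wells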
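Test system: IgMXP3 cells (ABCG2) mixed with DDAO far-red-labelled CCRF-Adr cells (ABCB1). Reagent: JC-1 transporter substrate. Compound dosing: single test compound dose, 6.6 µM final. Times: 10 min compound exposure, 25 °C. Detection: flow cytometry of retained JC-1 fluorescence. Read-out basis: efflux inhibition in percent versus controls. Controls: nicardipine and DMSO wells.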
Bfl-1 Bim block: human Bim-Bfl-1 interaction inhibition; Q16548; Bead-based flow cytometry, Bim-Bfl-1 binding inhibition; inhibition, % at 10 µM; actives 0.12% (n = 190,000); AID 1008;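 also: 0% = wells without compound plus tracer and 100% = blocker peptide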
RGS4-Gao reg: human RGS4-Galphao interaction regulation; P09471; binding response (% of control), % at 10 µM; actives 0.33% (n = 220,000); Multiplexed bead flow cytometry, RGS4-Galphao binding; actives lie on both sides; in the data active = binding response below about 49% or above about 150%; inactive = in between;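 also: fluorescent Galphao activated with aluminum fluoride binding bead-coupled RGS4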
Bcl-2 Bim block: human Bim-Bcl-2 interaction inhibition. inhibition, % at 10 µM. Bead-based flow cytometry, Bim peptide-Bcl-2 binding. AID 950. actives 0.06% (n = 190,000); in the data active = inhibition above about 40%; inconclusive = no clear call, values can overlap the other calls;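 also: 0% = no compound wells with probe peptide and 100% = reference peptide inhibitor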
Target sequence (P10415 whole entry, looked up): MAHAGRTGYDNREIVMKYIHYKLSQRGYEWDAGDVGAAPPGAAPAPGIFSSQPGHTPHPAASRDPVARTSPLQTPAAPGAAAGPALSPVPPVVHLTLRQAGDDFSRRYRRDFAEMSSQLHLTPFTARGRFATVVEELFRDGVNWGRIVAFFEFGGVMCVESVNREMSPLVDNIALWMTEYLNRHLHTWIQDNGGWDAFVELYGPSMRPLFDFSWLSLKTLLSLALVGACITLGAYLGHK
Bim-Bcl-B: inhibitors of Bim-Bcl-B interaction, human | inhibition, % at 10 µM | AID 951 | actives 0.073% (n = 190,000) | bead-based flow cytometry, Bim peptide-Bcl-B binding;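 also: 0% = tracer peptide without compound and 100% = reference inhibitor peptide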
GSH fluor: compound fluoresces at 488/530 nm on GSH beads; GSH beads flow cytometry, compound fluorescence 488/530 nm; hits give high values; fluorescence (KMESF) at 10 µM; actives 0.25% (n = 190,000); in the data active = fluorescence above about 89;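 also: glutathione beads carrying GST-tagged Bcl family fusion proteins plus one bare bead set; values are compound well signal with DMSO vehicle wells as background; inactives centre near 16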
RGS8-Gao reg: regulators of human RGS8-Galphao interaction; response (percent of control binding), % at 10 µM; AID 1423; actives 0.34% (n = 220,000); multiplexed bead flow cytometry, RGS8-Galphao binding; actives lie on both sides; P09471; in the data active = response below about 60% or above about 140%; inactive = in between;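 also: Galphao activated as the GDP aluminium fluoride complex binding bead-coupled RGS8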
Starred values were filed as active, the others as inactive; ? = inconclusive. Rule as the data show it, unless noted: active = inhibition above about 40%.

Below each compound: RGS7-Gao reg	Bcl-XL Bim block	ABCB1 inh	Bim-Bcl-W	ABCG2 inh	Bfl-1 Bim block	RGS4-Gao reg	Bcl-2 Bim block	Bim-Bcl-B	GSH fluor	RGS8-Gao reg
Cc1cc(O)ccc1N/C=C/c1onc(C)c1[N+](=O)[O-]
    100	0	0.1	1	2	4	100	0	-3	8	100
CCCCCC(=O)NCC(C)NC(=O)CCCCC (stereo not given)
    101	-6	1.0	-4	10	-1	105	-6	-8	10	106
O=C(O)c1ccc(N2C(=O)/C(=C/c3ccc(-c4ccc([N+](=O)[O-])cc4)o3)C=C2c2ccccc2)cc1
    95	-2	3.3	1	4	1	94	5	9	9	99
Cc1ccsc1C1Nc2ccccc2C(=O)N1O (stereo not given)
    100	-2	1.1	-1	16	2	102	4	-3	8	101
Cc1cccc(OCc2nnc(SCC(=O)Nc3sc(C)c(C)c3C#N)n2C)c1
    96	-5	0.6	-2	4	-1	98	-2	-4	7	97
COc1ccc(S(=O)(=O)NC(C)C(=O)Nc2ccccc2C(F)(F)F)cc1 (stereo not given)
    112	-2	-0.6	4	-2	-5	110	-7	-11	43	106
OC1(c2ccccc2Cl)NN=C2CCCCCN21 (stereo not given)
    99	0	0.1	0	1	-6	96	-4	-3	9	99
COCCNC(=O)CSc1ccccc1C(=O)NCC1CCCCC1
    92	0	1.3	0	6	-3	96	-2	-2	26	96
CC(C)NS(=O)(=O)c1ccc(CCC(=O)N2CCOCC2)cc1
    101	0	-0.5	0	-4	3	99	2	0	34	102
COc1ccc(CN2CC(C(=O)NCc3ccc4c(c3)OCO4)CC2=O)cc1 (stereo not given)
    100	0	0.1	0	1	-4	94	-6	-5	42	99
COc1cccc(-n2c(=O)c3cc(OC)c(OC)cc3n(CC(=O)Nc3cc(C)[nH]n3)c2=O)c1
    103	-1	-0.4	2	-2	1	103	4	-2	7	118
CC(C)(C)c1ccc(Oc2ccc(NC(=O)C3CC=CCC3C(=O)O)cc2)cc1 (stereo not given)
    ?	-1	-0.1	-1	2	-5	101	0	-2	15	101
COc1ccc(C(CCNCc2ccccc2F)c2ccc(F)cc2)cc1 (stereo not given)
    108	-4	5.4	-3	4	0	98	0	-6	4	101
O=C(O)Cc1ccc2ocnc2c1
    101	-5	0.0	-2	0	-2	94	-3	-3	13	99
COc1ccc(N2CCN(C(=O)c3ccccc3)CC2)c([N+](=O)[O-])c1
    95	-4	0.2	-1	1	-3	98	-1	-11	20	97
Cc1[nH]c2ccccc2c1C(c1ccccn1)c1c(C)[nH]c2ccccc12
    103	2	0.0	6	0	5	105	0	-1	25	107
CCOC(=O)CSc1nnc(CNC(=O)c2ccc(S(=O)(=O)N3CCOCC3)cc2)n1C
    ?	-5	-0.3	-1	-3	-4	98	-3	-2	17	98
O=c1c2nnn(Cc3ccc(Cl)cc3)c2ncn1Cc1ccc(F)cc1
    101	3	0.3	-1	1	0	99	0	1	17	96
CCOC(=O)c1c(C)nc2c(c1-c1ccccc1)C(=O)CC(C)(C)C2
    100	-5	2.4	-1	15	-20	100	-7	-10	36	100
COc1ccc(CN2CC(C(=O)NCCCN3CCOCC3)CC2=O)cc1 (stereo not given)
    101	-2	0.3	0	1	-10	103	-9	-7	32	101
Nc1nonc1OCCOCCOCCOc1nonc1N
    92	-2	0.8	0	4	-7	95	-2	-4	11	99
O=C(Nc1ccc(/C=C/c2nc3ccccc3o2)cc1)c1cccc(C(F)(F)F)c1
    99	-9	-1.8	-5	15	-14	100	-11	-11	28	101
Cc1ccc(NC(=S)N2CCN(C(=O)c3ccccc3)CC2)c(C)c1
    ?	-3	0.6	-2	2	-3	102	0	-4	12	102
CCc1cc2c(=O)c(Oc3ccccc3F)c(C)oc2c(CN(C)C)c1O
    102	0	-0.3	3	0	3	105	3	3	44	110
O=C1NC2(CCCCCC2)N=C1c1ccc(F)cc1
    97	-1	0.2	0	2	-4	99	-5	-1	14	100
CC(C)(C)CN1CCNC(=O)C1CC(=O)NCCN1CCCc2ccccc21 (stereo not given)
    98	-2	1.1	1	8	-2	102	1	-1	16	99
C#CCOc1ccc(Br)cc1/C=N/O
    99	-7	1.5	-4	13	-18	97	-13	-7	23	99
Cc1cc(C(=O)NC2CCCc3ccccc32)c(C)o1 (stereo not given)
    98	0	0.9	1	5	1	99	-1	-4	15	104
O=C(O)c1c(-c2ccc(Cl)cc2)cn2ccccc12
    99	-1	-0.3	1	1	0	102	1	-1	25	101
COc1ccc(Oc2cnn(-c3ccccc3)c(=O)c2Br)cc1
    ?	-1	0.5	-5	24	-7	99	-6	-6	15	101
CCCC(NC(=O)CCl)c1ccccc1 (stereo not given)
    100	-11	0.2	-6	4	-8	103	-8	-11	10	101
CCC(C)(C)n1nnnc1C(c1ccc(OC)c(OC)c1)N1CCN(c2ccc(OC)cc2)CC1 (stereo not given)
    98	-3	0.6	-5	0	0	98	-6	-5	17	98
O=C(COC(=O)c1ccc2ccccc2n1)Nc1ncc(C(F)(F)F)cc1Cl
    100	-5	0.5	-5	3	-11	103	-9	-14	12	99
Cc1cc(C)n(C(=O)c2ccc(Cn3nc(C)c(Br)c3C)o2)n1
    103	-16	1.7	-17	8	-19	104	-15	-22	25	103
CN(C)S(=O)(=O)N(CC(=O)Nc1ccc(F)c(F)c1)c1ccccc1
    96	-5	-0.4	2	11	-9	93	-9	-7	44	99
CC(C)C(C)NC(=O)COc1ccc(S(=O)(=O)N2CCOCC2)cc1[N+](=O)[O-] (stereo not given)
    97	-7	2.3	-4	18	0	97	0	-4	4	98
Cc1ccccc1N(CC(=O)NCC1CCCO1)C(=O)C1(C)CC(=O)N=C2C=CC=CN21 (stereo not given)
    96	-1	0.9	-2	6	-1	93	-1	-3	27	99
O=[N+]([O-])c1ccc(N2N=C(c3ccco3)CC2c2ccccc2)cc1 (stereo not given)
    103	5	1.2	9	3	30	104	5	0	22	90
COc1ccc(C(C)=O)cc1CSc1nnc(Nc2ccccc2)s1
    101	-4	1.1	-4	25	-1	102	-1	-7	3	103
CCC(C)NC(=O)c1ccc(COc2ccccc2Cl)cc1 (stereo not given)
    97	0	0.7	-1	9	-10	100	-3	-2	5	99

Full records from above:
CCCC(NC(=O)CCl)c1ccccc1 (stereo not given) is listed as RGS7-Gao reg = 100; Bcl-XL Bim block = -11; ABCB1 inh = 0.2; Bim-Bcl-W = -6; ABCG2 inh = 4; Bfl-1 Bim block = -8; RGS4-Gao reg = 103; Bcl-2 Bim block = -8; Bim-Bcl-B = -11; GSH fluor = 10; RGS8-Gao reg = 101
Cc1ccccc1N(CC(=O)NCC1CCCO1)C(=O)C1(C)CC(=O)N=C2C=CC=CN21 (stereo not given) is listed as RGS7-Gao reg = 96; Bcl-XL Bim block = -1; ABCB1 inh = 0.9; Bim-Bcl-W = -2; ABCG2 inh = 6; Bfl-1 Bim block = -1; RGS4-Gao reg = 93; Bcl-2 Bim block = -1; Bim-Bcl-B = -3; GSH fluor = 27; RGS8-Gao reg = 99

Continuation.
Below each compound: RGS7-Gao reg	Bcl-XL Bim block	ABCB1 inh	Bim-Bcl-W	ABCG2 inh	Bfl-1 Bim block	RGS4-Gao reg	Bcl-2 Bim block	Bim-Bcl-B	GSH fluor	RGS8-Gao reg
Cc1c(NC(=O)NC(C)N2C(=O)C3C4C=CC(C4)C3C2=O)c(=O)n(-c2ccccc2)n1C (stereo not given)
    99	-1	0.2	-1	1	-1	101	-3	-1	20	99
c1ccc(CSc2nnc(-c3sccc3-n3cccc3)o2)cc1
    99	-1	0.1	1	1	-8	103	-7	-7	26	102
CCOC(=O)C1(Cc2cccc(F)c2)CCN(C(=O)c2cscn2)CC1
    97	-4	-0.7	-3	0	-1	100	-7	-5	13	102
Cc1ccccc1NC(=O)Cc1nc(CCl)cs1
    109	-10	-0.5	-3	-7	6	102	-2	-22	11	85
O=S(=O)(c1cccs1)N1CN(Cc2ccccc2)c2nc3ccccc3nc21
    99	0	0.5	0	1	0	99	0	-2	17	102
COCCNC(=O)CSc1ncnc2sccc12
    101	-1	0.1	0	1	-11	102	-1	-4	21	101
Cn1c(CCNC(=O)C2CCCCC2)nc2cc(NC(=O)c3cccs3)ccc21
    102	15	-0.4	8	0	59*	96	91*	86*	8	99
Cc1nc(C)c(C(=O)C2=C(O)C(=O)N(CCN3CCOCC3)C2c2ccco2)s1 (stereo not given)
    102	0	0.5	4	2	-4	101	-5	-2	12	101
CCCCn1c(SCC(=O)N2CC(C)CC(C)C2)nc2cc(S(N)(=O)=O)ccc21 (stereo not given)
    91	-4	0.5	3	4	-10	92	-3	-6	262*	93
CSc1nc(N(C)NC(=O)c2ccc(F)cc2)c2ccccc2n1
    96	-1	0.2	-4	1	-16	95	-11	-10	32	99
CCOC(=O)c1c(C)[nH]c(C(=O)OCC(=O)N2CCc3ccccc32)c1C
    96	3	0.1	11	1	5	92	6	10	62	98
COCCN(Cc1nc(C2(c3ccc(C)cc3)CCCC2)no1)C(C)C
    99	0	2.0	-1	10	-2	100	-3	-6	10	101
CC(C)CC(=O)NC(=S)NCc1ccccc1
    100	-11	1.3	-5	5	-6	98	-4	-4	10	99
COc1cc(C(=O)N/N=C/c2ccc(OC(=O)N3CCOCC3)cc2)cc(OC)c1OC
    96	0	0.0	2	1	-1	96	2	-2	20	100
Cc1cccc(C)c1-n1c(SCC(=O)N2CC(=O)Nc3ccccc32)nc2ccccc2c1=O
    100	-6	9.9	-4	23	-4	103	-2	-11	11	104
Cn1nc(C(F)(F)F)c(C(=O)Nc2ccc(F)cc2F)c1Sc1ccc(Cl)cc1
    98	-2	1.9	-1	17	0	101	-4	-3	25	98
CCOC(=O)c1[nH]c(C)c(C(=O)OCC(=O)NC(=O)NC(C)(C)C)c1C
    103	3	-0.1	0	0	7	100	5	0	13	100
COc1ccc(-c2ccc(CCC(=O)O)n2C(C)C)cc1
    99	0	0.1	0	1	0	99	4	-1	15	98
O=C(c1ccc2c(=O)n(-c3ccccc3)c(=S)[nH]c2c1)N1CCCCC1
    98	-4	-0.3	-1	1	0	102	-1	-3	12	101
N=c1c2c(-c3ccccc3)c(-c3ccccc3)n(Cc3ccccc3)c2ncn1CCCO
    108	-4	1.2	-4	4	-1	108	0	-8	29	105
COc1cccc(C(=O)NNC(=O)c2ccccc2-n2cccc2)c1
    96	-1	2.1	0	12	-2	95	0	-3	17	95
O=C(Cc1ncc(C(F)(F)F)cc1Cl)N1CCN(c2ccccn2)CC1
    102	-2	0.4	-2	2	-1	102	1	-2	8	100
Cc1ccc(-n2ncc3c(=O)n(Cc4cccnc4)cnc32)cc1
    97	0	0.5	0	3	1	105	2	0	8	99
O=C(NC1CC1)c1ccc2c(Cl)c3c(nc2c1)CCCC3
    109	0	0.8	0	17	-4	103	-4	-3	8	102

Screening results as filed in PubChem.
